Screening data: PubChem, several laboratories
P. falciparum M1AAP – P. falciparum M1AAP inhibitors, biochemical, fluorogenic H-Leu-NHMec substrate, 1536-well (AID 1445) | Aminopeptidase N (Plasmodium falciparum (isolate 3D7)) | recombinant M1AAP, H-Leu-NHMec fluorogenic kinetic assay; higher % means a stronger effect | inhibition, % at 30 µM; hits with a dose series show IC50 in µM | hit rate 0.42% among 220,000;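 active = primary inhibition above the hit cutoff, then over 50% inhibition at one or more dose response concentrations, cut at about 23% in these data, passing the limit was not always enough; inconclusive = conflicting primary data, or primary hits not chosen for dose response; inactive = low primary inhibition, or under 50% at every dose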;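 note: plate controls were DMSO full reaction for no effect and no enzyme background for full effect; strong numbers were not always called active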
P. falciparum M17LAP – P. falciparum M17LAP inhibitors, primary screen, biochemical, fluorogenic H-Leu-NHMec substrate, 1536-well (AID 1619) | Leucine aminopeptidase (Plasmodium falciparum (isolate 3D7)) | recombinant M17LAP, H-Leu-NHMec fluorogenic kinetic assay; higher % means a stronger effect | inhibition, % at 30 µM; hits with a dose series show IC50 in µM | hit rate 0.38% among 220,000;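 active = compound inhibiting the enzyme by more than half at any dose during confirmatory dose-response retesting; inconclusive = strong single-dose inhibitors picked by rank but not retested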;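 note: plate controls were full reaction with DMSO carrier for no effect and no enzyme background for full effect; strong numbers were not always called active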
SIAH1 antagonists – Siah-1 peptide-binding antagonists, primary screen, biochemical, fluorescence polarization, rhodamine-plectin, uHTS (AID 1817). E3 ubiquitin-protein ligase SIAH1 (Homo sapiens). Siah-1 / rhodamine-plectin peptide fluorescence polarization; higher % means a stronger effect. displacement, % at 20 µM, or IC50 in µM where a hit was titrated. hit rate 0.02% among 290,000;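 active = displacement of at least 50% at 20 µM, with a fluorescence ratio check between 0.3 and a set limit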;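 note: plate controls were Siah plus tracer with DMSO for no effect and tracer alone without Siah for full effect; strong numbers were not always called active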
XIAP displacement – XIAP antagonists, biochemical, IAP family, fluorescence polarization (AID 1018); E3 ubiquitin-protein ligase XIAP (Homo sapiens); XIAP BIR domain, fluorescence polarization peptide displacement; higher % means a stronger effect; displacement, % at 20 µM, or IC50 in µM where a hit was titrated; hit rate 0.007% among 200,000; in the data active = displacement above about 50%; note: a part of the inactive calls stands beside numbers as strong as those of hits
human PMI inhibition – inhibitors of human PMI, primary screen, biochemical, fluorescence intensity, coupled assay (AID 1209); Mannose-6-phosphate isomerase (Homo sapiens); purified PMI enzyme, coupled fluorescence intensity; higher % means a stronger effect; inhibition, % at 20 µM; hits with a dose series show IC50 in µM; hit rate 0.42% among 190,000;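 note: plate controls were DMSO vehicle for no effect and wells lacking substrate for full effect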
PMI inhibition – human PMI inhibitors, high substrate, primary screen, biochemical, fluorescence intensity, high mannose 6-phosphate (AID 1220). Mannose-6-phosphate isomerase (Homo sapiens). recombinant PMI enzyme, coupled fluorescence intensity; higher % means a stronger effect. one-dose inhibition, % at 20 µM; IC50 in µM for titrated hits. hit rate 0.66% among 190,000
AID2073 – inhibitors of Mint1-CaV2.2 protein interaction, biochemical, HTRF (AID 2073); Voltage-dependent N-type calcium channel subunit alpha-1B (Homo sapiens); HTRF protein-protein interaction, Mint1-CaV2.2; higher % means a stronger effect; one-dose inhibition, % at 20 µM; IC50 in µM for titrated hits; hit rate 0.19% among 290,000; in the data active = inhibition mostly above about 51%, no sharp cut-off; inconclusive = no clear call, values can overlap the other calls; inactive = mostly below about 53%; note: some results filed as inactive read as strong as hits
Dynein transport – inhibitors of GR-EGFP nuclear translocation, primary screen, dynein cargo transport inhibitor project, imaging, high-content, 3617.4 mouse cells. test concentration mostly 20 µM; stimulated with dexamethasone, 1 µM; hits give low values. z-score, hits read low. hit rate 0.47% among 220,000;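 active = plate z-score of nuclear minus cytoplasmic receptor signal below a set negative limit, without overly bright fluorescence or cell loss, cut at about -3.5 in these data, passing the limit was not always enough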;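 note: z-score of nuclear minus cytoplasmic ring GR-EGFP intensity difference per well; some compounds called inactive have numbers as strong as hits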
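Buffer or medium: tetracycline-free induction medium containing charcoal-stripped FBS / Reagent: dexamethasone agonist, 1.0 µM final, for 30 min / Technique: automated 10x imaging of fixed Hoechst-stained cells / Times: induction 48 h, compound 1 h, agonist 30 min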
LYP phosphatase – inhibitors of LYP phosphatase, biochemical, fluorescence intensity, uHTS (AID 1779); recombinant LYP phosphatase, fluorescence intensity; higher % means a stronger effect; inhibition, % at 11.5 µM, or IC50 in µM where a hit was titrated; Tyrosine-protein phosphatase non-receptor type 22 (Homo sapiens); hit rate 0.054% among 290,000;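 note: plate controls were vehicle with enzyme for no effect and no enzyme for full effect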
Dynein transport cytoplasmic EGFP – second read-out of Dynein transport, no call of its own (marks repeat the call); z-score; measured here: cytoplasmic GR-EGFP intensity; hits give high values
Dynein transport nuclear GR-EGFP – recorded beside Dynein transport, whose call it bears; z-score; measured here: nuclear GR-EGFP intensity;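 lower value marks the stronger effect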
Dynein transport cell count – second read-out of Dynein transport, no call of its own (marks repeat the call); z-score; measured here: cell count per field
* marks the source's active call; other numbers are inactive results; ? = inconclusive; . = no result given. Cut-off read from the data, not from the text of the source, unless noted: active = inhibition above about 50%; inactive = the rest. Rows are unselected. About 2.1% of those tested had a hit in this group.

entry	P. falciparum M1AAP	P. falciparum M17LAP	SIAH1 antagonists	XIAP displacement	human PMI inhibition	PMI inhibition	AID2073	Dynein transport	Dynein transport cytoplasmic EGFP	Dynein transport nuclear GR-EGFP	Dynein transport cell count	LYP phosphatase	SMILES
1	1.2%	-3.1%	9.3%	-7.9%	-8.7%	-3.7%	-6.7%	0.225	-0.198	0.288	-0.2	-10.1%	Cc1ccc(S(=O)CCNC(=O)Cc2ccc(Cl)cc2)cc1 (stereo unspecified)
2	2.4%	3.1%	-4.0%	-6.7%	8.6%	6.1%	-6.6%	-0.422	0.13	-0.338	0.258	-4.5%	CCN(CC)C(=O)CSc1nnc(-c2ccc(O)cc2)n1CC1CCCO1 (stereo unspecified)
3	8.6%	6.7%	3.9%	-3.5%	2.9%	0.2%	-0.2%	0.23	-0.169	0.655	-0.441	-8.1%	CCOc1ccc(N(CC(=O)NCCc2ccc(OC)cc2)S(C)(=O)=O)cc1
4	2.6%	-1.2%	-1.6%	-6.3%	8.7%	0.0%	11.5%	0.0444	-0.239	0.134	0.287	-5.8%	COc1ccccc1C(=O)NNC(=O)c1cccc(F)c1
5	9.4%	-12.0%	3.6%	-5.4%	9.1%	11.6%	8.2%	-0.575	-0.283	0.278	0.333	-0.5%	N#Cc1sc2nc3c(cc2c1N)CCCC3
6	-5.0%	7.3%	2.7%	-4.8%	-0.1%	-1.0%	3.6%	-0.284	-0.194	-0.373	0.575	-7.9%	Cc1cc(C)n(CC(O)CN(c2ccccc2)S(=O)(=O)c2ccccc2)n1 (stereo unspecified)
7	0.1%	-5.1%	1.0%	-7.4%	3.8%	4.8%	-3.1%	-0.75	-0.171	0.26	0.651	-1.3%	CCCn1c(SCC(=O)NC(C)(C)C)nnc1C(C)C
8	8.3%	4.1%	5.8%	-8.0%	17.5%	25.9%	-10.6%	-4.02	10.3	-0.267	0.357	1.6%	COc1ccc(N/C=C/c2nc(SC)nnc2C)cc1
9	-2.1%	-11.2%	6.7%	-1.5%	1.9%	12.8%	?	0.965	3.49	2.45	-2.91	1.3%	O=C(OCCN1C(=O)c2cccc3c(N4CCOCC4)ccc(c23)C1=O)c1ccccc1Cl
10	2.9%	8.2%	5.0%	.	.	.	34.8%	0.256	-0.22	0.711	-0.0954	-2.0%	COc1cc2[nH]c(C(=O)NN)c(N)c2cc1OC
11	9.2%	5.4%	7.8%	-2.4%	2.2%	2.7%	-1.5%	-1.4	-0.265	-0.642	0.54	-3.2%	Cc1ccc(-c2noc(CNc3ccccc3)n2)cc1
12	-3.5%	4.4%	1.2%	-4.6%	-1.8%	-6.6%	-7.3%	-0.496	-0.347	-0.346	0.435	-3.1%	CC(C)(C)NC(=O)C(c1ccc(O)cc1)N(C(=O)CCC(=O)Nc1nccs1)c1cccc(F)c1 (stereo unspecified)
13	5.1%	-2.6%	3.3%	-2.5%	-1.2%	-5.1%	5.6%	-0.504	-0.29	-0.0906	-0.192	-9.7%	COCn1c(-c2ccc(OC)c(OC)c2)nc2ccccc21
14	-0.6%	-6.7%	0.8%	-2.6%	1.1%	7.2%	12.1%	-0.991	-0.194	-0.0879	0.502	-4.9%	N/C(CN1CCCC1=O)=N\OC(=O)c1ccccc1Cl
15	-1.3%	-2.9%	0.3%	-11.6%	11.0%	12.6%	2.0%	-0.07	-0.24	-0.895	0.101	-6.8%	CCc1ccccc1NC(=O)N1CCC(NC(=O)C(Cc2ccc(OC)c(OC)c2)NC(C)=O)CC1 (stereo unspecified)
16	3.0%	2.8%	-1.5%	-0.3%	10.0%	3.1%	4.7%	0.386	0.0528	0.264	-0.00204	13.1%	CCCCOc1ccc(/C=C/C(=O)Nc2ccc([N+](=O)[O-])cc2C)cc1
17	7.3%	17.1%	9.6%	-1.5%	12.2%	5.0%	8.7%	-0.377	-0.231	-0.132	0.593	-0.6%	Cc1oc(-c2ccccc2)cc1C(=O)NC(Cc1c[nH]c2ccccc12)C(=O)O (stereo unspecified)
18	-11.3%	5.8%	-4.7%	-6.6%	-3.6%	-1.9%	-3.0%	0.649	-0.229	0.666	-0.829	-2.7%	O=C(NCc1ccccc1)c1cccc(S(=O)(=O)NCc2ccccc2)c1
19	0.2%	-3.8%	3.5%	-10.0%	12.6%	8.9%	12.2%	-0.138	-0.222	0.609	0.918	-7.7%	COc1cc(S(=O)(=O)N2CCN(C)CC2)ccc1Cl
20	10.5%	13.7%	0.2%	-1.7%	3.4%	4.1%	-3.1%	-0.763	-0.257	-0.339	-0.347	5.4%	CC(Oc1ccccc1)C(=O)Nc1ccc(S(=O)(=O)NCC2CCCO2)cc1 (stereo unspecified)
21	5.3%	-3.5%	2.5%	-3.7%	3.0%	-6.0%	0.5%	0.161	-0.292	0.377	-0.619	-12.4%	Cc1cccc(-c2ncc(CN3CCN(CC(C)C)C(CCO)C3)cn2)c1 (stereo unspecified)
22	12.7%	9.5%	-1.4%	-0.6%	3.4%	-3.1%	-4.1%	-0.124	-0.329	0.247	0.357	6.3%	COc1ccc(/C=C/C(=O)N2CCN(C)CC2)cc1S(=O)(=O)N1CCCCC1
23	-1.4%	4.3%	0.0%	-4.8%	7.0%	6.7%	12.2%	-0.366	-0.173	-0.26	-0.17	-5.6%	CCSc1nnc(NC(=O)c2ccc3c(c2)OCO3)s1
24	0.9%	-0.8%	13.5%	0.8%	3.3%	13.8%	-20.2%	0.594	-0.0681	1.24	-1.47	-2.7%	O=C(Nc1cc(C(F)(F)F)ccc1Cl)C(Sc1cccc[n+]1[O-])c1ccccc1 (stereo unspecified)
25	4.2%	-0.8%	-0.4%	-2.6%	10.2%	10.3%	-4.9%	0.141	-0.243	0.354	0.05	-7.4%	COc1ccccc1NC(=O)c1cc(C)oc1C

Next section, overlapping the part above by 4 compounds.
entry	P. falciparum M1AAP	P. falciparum M17LAP	SIAH1 antagonists	XIAP displacement	human PMI inhibition	PMI inhibition	AID2073	Dynein transport	Dynein transport cytoplasmic EGFP	Dynein transport nuclear GR-EGFP	Dynein transport cell count	LYP phosphatase	SMILES
22	12.7%	9.5%	-1.4%	-0.6%	3.4%	-3.1%	-4.1%	-0.124	-0.329	0.247	0.357	6.3%	COc1ccc(/C=C/C(=O)N2CCN(C)CC2)cc1S(=O)(=O)N1CCCCC1
23	-1.4%	4.3%	0.0%	-4.8%	7.0%	6.7%	12.2%	-0.366	-0.173	-0.26	-0.17	-5.6%	CCSc1nnc(NC(=O)c2ccc3c(c2)OCO3)s1
24	0.9%	-0.8%	13.5%	0.8%	3.3%	13.8%	-20.2%	0.594	-0.0681	1.24	-1.47	-2.7%	O=C(Nc1cc(C(F)(F)F)ccc1Cl)C(Sc1cccc[n+]1[O-])c1ccccc1 (stereo unspecified)
25	4.2%	-0.8%	-0.4%	-2.6%	10.2%	10.3%	-4.9%	0.141	-0.243	0.354	0.05	-7.4%	COc1ccccc1NC(=O)c1cc(C)oc1C
26	-1.9%	-11.5%	13.4%	-6.9%	4.4%	3.4%	-1.7%	-0.762	0.331	-0.271	0.527	-6.3%	CCN(CC)C(=O)CSc1nc2cc3c(cc2c(=O)n1CCCCCC(=O)NCc1ccc(OC)cc1)OCO3
27	1.7%	4.9%	-2.3%	-4.9%	0.1%	-8.5%	9.7%	0.801	-0.512	0.184	-0.316	7.8%	Cc1ccc(NC(=O)COC(=O)Cn2c(C)csc2=O)cc1C
28	-3.4%	-2.4%	-3.7%	-2.0%	11.0%	6.9%	4.5%	0.987	-0.152	0.661	-0.691	-0.9%	CC1CCN(CCc2nc3cc(NS(=O)(=O)c4ccc(F)cc4)ccc3n2C)CC1
29	5.2%	10.1%	1.0%	-4.7%	53.9%*	28.8%	2.2%	0.696	-0.229	0.443	-0.375	-11.2%	Nc1ccc(-n2cnc3cc([N+](=O)[O-])ccc32)cc1
30	5.4%	3.1%	5.9%	-1.3%	0.0%	-3.3%	14.6%	0.358	-0.159	0.215	0.384	-1.2%	COC(=O)c1cc(OC)c(OC)cc1NC(=O)c1ccoc1C
31	-2.4%	0.3%	2.9%	2.5%	-2.0%	-0.8%	?	1.13	-0.447	0.566	-0.0492	-6.1%	COC(=O)c1[nH]c2ccc(C)cc2c1NC(=O)NC1CCCCC1
32	5.9%	-3.5%	-0.6%	-4.4%	0.3%	-5.6%	-10.9%	-0.267	-0.325	-0.04	0.205	-6.7%	CCOc1ccccc1-n1c(SCC(=O)N2CCCC2)nnc1-c1ccoc1C
33	5.6%	15.5%	-0.7%	-4.0%	8.6%	5.2%	-5.2%	-0.355	-0.268	0.0777	0.985	-4.2%	CCCCCCCc1c(O)nc(SCCN2CCOCC2)[nH]c1=O
34	-11.1%	3.3%	2.8%	0.3%	5.0%	3.5%	-5.3%	1.32	-0.192	1.17	-0.583	0.1%	CCc1ccc(NC(=O)Cn2c(SC)nc3ccccc32)cc1
35	1.6%	5.2%	-8.1%	-14.6%	-10.1%	-2.4%	-1.1%	1.06	-0.164	0.568	-0.257	-12.0%	O=C(CSc1nncs1)NCCCc1ccccc1
36	8.7%	1.8%	-3.0%	-3.4%	-3.7%	1.3%	-13.3%	-0.591	-0.306	0.288	0.742	0.4%	Cc1cccc(NC(=O)CSc2nc(N)c(NC(=O)c3cccs3)c(=O)[nH]2)c1C
37	6.3%	-5.7%	1.0%	2.5%	13.9%	2.8%	1.9%	1.1	-0.135	0.364	-0.624	-4.3%	COc1ccc(C(=O)NC2(C(F)(F)F)NC(=O)N(CCCc3ccccc3)C2=O)c(OC)c1OC (stereo unspecified)
38	0.5%	3.9%	-4.1%	-1.9%	4.7%	-4.1%	2.8%	2.98	-0.111	1.78	-1.98	-11.7%	COc1ccc(C)cc1NC(=O)c1ccc2c(c1)OCO2
39	8.4%	0.7%	1.9%	-0.8%	5.9%	3.1%	14.5%	-0.134	-0.363	0.365	0.683	6.1%	COc1cc(/C=C/C(=O)OCC(=O)NC(=O)NC(C)C)cc(S(=O)(=O)N2CCc3ccccc32)c1OC
